Bioassay records as filed in PubChem.
STAT1 activator – increases IFN-gamma driven STAT1 reporter signal. NIH 3T3 STAT1-luciferase reporter, luminescence; 100% = IFN-gamma alone, no compound. activation (% of control), % at 5.5 µM. 2.6% of 200,000 active. AID 932;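 active = activation above the screen-wide mean activation plus 3 SD, cut at about 130% in these data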;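 also: raw ratio to IFN-gamma control signal so 100% means no change and 0% no light; values of inactives mirror those of a sister screen read the other way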
APP 5UTR inh – APP translation inhibition; SH-SY5Y APP 5'UTR-luciferase reporter, luminescence; inhibition, % at 2 µM; 0.82% of 190,000 active;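 active = inhibition above a set limit, derived from the sample mean plus 3 SD, cut at about 45% in these data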; also: values of inactives mirror those of a sister screen read the other way
Diaphorase inh – diaphorase inhibition or chemical oxidation counter-screen. diaphorase resazurin-to-resorufin fluorescence, NADH, 16 min; bacterial (C. kluyveri) enzyme, not human. inhibition, % at 20 µM. 0.69% of 190,000 active;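 active = primary screen inhibition at 20 µM above a set limit, cut at about 50% in these data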;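 also: plate controls were DMSO with full reaction for no effect and wells lacking NADH for full effect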
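System: Diaphorase enzyme from Clostridium kluyveri | Amount: Enzyme working solution with 0.14 U/mL diaphorase | Benchmarks: No-NADH positive control and DMSO neutral control | Signal: Fluorescence of resorufin formed from resazurin, Ex 544/Em 590 nm | Schedule: 16-min room-temperature incubation before reading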
APP 5'UTR act – APP 5'UTR luciferase reporter activation; SH-SY5Y APP 5'UTR luciferase reporter, luminescence; zero percent = DMSO vehicle wells; activation, % at 2 µM; 1% of 190,000 active;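 active = activation above a set limit, based on mean plus 3 SD of controls, cut at about 140% in these data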; also: values of inactives mirror those of a sister screen read the other way
TLR4-MyD88 BLA – inhibitors of human TLR4-MyD88 binding | 0.18% of 200,000 active | O00206+Q99836 | HeLa CL3-4 TLR4/MyD88 BLA complementation, FRET ratio | AID 861 | inhibition, % at 8.4 µM; in the data active = inhibition above about 25%;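 also: 0% = vehicle and 100% = reference inhibitor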
FLuc stim CS – firefly luciferase counter-screen for stimulation assays. 200,000 tested, under 10 active. ATPlite luciferase biochemical, luminescence, 10 min; 0 = ATP-free wells, 1 = DMSO control. P08659. activation factor at 10 µM;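 active = luciferase activation factor, scaled between plate controls, of at least 2 with compound at 10 µM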
Target sequence (P08659 whole entry, looked up): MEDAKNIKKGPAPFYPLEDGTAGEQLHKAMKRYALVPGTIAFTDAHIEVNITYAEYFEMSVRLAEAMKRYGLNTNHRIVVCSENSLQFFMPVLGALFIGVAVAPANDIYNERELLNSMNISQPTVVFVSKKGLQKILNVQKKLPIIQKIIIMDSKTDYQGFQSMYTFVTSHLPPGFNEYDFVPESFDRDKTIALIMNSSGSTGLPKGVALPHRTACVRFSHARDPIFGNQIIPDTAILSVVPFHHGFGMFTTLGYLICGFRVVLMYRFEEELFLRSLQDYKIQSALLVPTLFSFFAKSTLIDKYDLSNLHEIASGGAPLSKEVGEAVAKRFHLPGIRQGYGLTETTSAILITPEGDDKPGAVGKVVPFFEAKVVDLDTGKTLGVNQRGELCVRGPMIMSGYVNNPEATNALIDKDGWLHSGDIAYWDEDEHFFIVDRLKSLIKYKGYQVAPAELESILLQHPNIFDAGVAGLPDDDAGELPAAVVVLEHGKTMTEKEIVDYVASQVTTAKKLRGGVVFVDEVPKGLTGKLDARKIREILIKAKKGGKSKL
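System: luciferase plus luciferin reagent, cell-free; medium: PBS as buffer for the ATP substrate; dosing: test compounds dosed from 2 mM stocks in 100% DMSO; timing: 10 min post-reagent at room temperature; measured by: luminescence measurement of luciferase light output; evaluation: luciferase activation, seen as luminescence increase over controls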
Diaphorase act – counter-screen for diaphorase-based assays: diaphorase activators and chemical reducers; Diaphorase/resazurin coupled assay, resorufin fluorescence, 16 min; hits give high values; 1 = vehicle wells, 0 = NADH-free wells; activation factor at 20 µM; 0.005% of 190,000 active; AID 1229;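 active = diaphorase activity raised at least twofold by the compound at 20 µM; inactive = activation factor below 2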
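Test system: Clostridium kluyveri diaphorase, purified enzyme. Buffer or medium: 50 mM HEPES pH 7.4 buffer plus MgCl2 and Tween 20. Also added: 0.114 mM NADH and 0.1 mM resazurin, final amounts. Dosing: compound 20 µM once, DMSO 1%. Schedule: 16 min enzyme reaction, ambient temperature. Detection: fluorescence of resorufin, 544 nm excitation, 590 nm emission.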
G6PDH counter – inhibits Leuconostoc G6PDH, flagging false hits in G6PDH-based assays. Purified L. mesenteroides G6PDH, diaphorase/resazurin coupled fluorescence, 45 min. inhibition, % at 5 µM. 0.12% of 200,000 active; in the data active = inhibition above about 50%
FLuc inh counter – inhibits firefly luciferase, flagging false hits in luciferase inhibition screens; 1.5% of 200,000 active; inhibition, % at 10 µM; P08659; ATPLite firefly luciferase biochemical luminescence, 10 min;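 active = inhibition above about 50% when tested at 10 µM, limit read from the data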
NF-kB expr up – compounds increasing NF-kB expression in human neuronal cells; AID 1239; 1.6% of 190,000 active; NF-kB reporter expression; hits give high values; fold change at 12.5 µM; in the data active = fold change above about 3.3
An asterisk follows results filed as active. Rows were taken by chance; any-hit rate near 5.6%.

Results for COc1ccc(OCCN2C(=O)NC(C)(c3ccc(C)cc3)C2=O)cc1 (stereo not drawn) ?
STAT1 activator: 100; APP 5UTR inh: 1; Diaphorase inh: -11; APP 5'UTR act: -1; TLR4-MyD88 BLA: 13; FLuc stim CS: 1; Diaphorase act: 1.1; G6PDH counter: 6; FLuc inh counter: 2; NF-kB expr up: 1

Results for CCc1cccc(C)c1NC(=S)NCCc1c(C)[nH]c2ccc(C)cc12 ?
STAT1 activator: 100; APP 5UTR inh: -2; Diaphorase inh: 35; APP 5'UTR act: 3; TLR4-MyD88 BLA: -6; FLuc stim CS: 1.1; Diaphorase act: 0.6; G6PDH counter: 13; FLuc inh counter: -8; NF-kB expr up: 0.46

How did Cc1ccc(-c2csc(N(CCCN3CCOCC3)C(=O)c3ccco3)n2)cc1 do in these assays?
STAT1 activator: 97; APP 5UTR inh: -1; Diaphorase inh: 9; APP 5'UTR act: 1; TLR4-MyD88 BLA: -11; FLuc stim CS: 1; Diaphorase act: 0.9; G6PDH counter: 2; FLuc inh counter: -3; NF-kB expr up: 0.38

What do the screens show for `Cc1ccccc1C(=O)NCC(=O)NNC(=S)NC(=O)c1ccccc1`?
STAT1 activator: 97; APP 5UTR inh: -8; Diaphorase inh: 37; APP 5'UTR act: 8; TLR4-MyD88 BLA: -5; FLuc stim CS: 1.1; Diaphorase act: 0.6; G6PDH counter: 6; FLuc inh counter: -8; NF-kB expr up: 1.1

What do the screens show for `Cc1cccc(Nc2ccccc2C(=O)OCC(=O)NCc2ccco2)c1C`?
STAT1 activator: 103; APP 5UTR inh: -9; Diaphorase inh: 17; APP 5'UTR act: 9; TLR4-MyD88 BLA: -3; FLuc stim CS: 1.1; Diaphorase act: 0.8; G6PDH counter: 7; FLuc inh counter: -11; NF-kB expr up: 0.84

Results for CC(C)OCCCNC(=O)C1CCC(=O)N1C(C)C (stereo not drawn) ?
STAT1 activator: 106; APP 5UTR inh: 14; Diaphorase inh: 8; APP 5'UTR act: -14; TLR4-MyD88 BLA: -4; FLuc stim CS: 1; Diaphorase act: 0.9; G6PDH counter: 6; FLuc inh counter: -3; NF-kB expr up: 1.1

Results for Cc1[nH]n(S(=O)(=O)Cc2ccccc2)c(=O)c1N=Nc1ccccc1Cl ?
STAT1 activator: 102; APP 5UTR inh: -9; Diaphorase inh: 9; APP 5'UTR act: 9; TLR4-MyD88 BLA: -5; FLuc stim CS: 1; Diaphorase act: 0.9; G6PDH counter: 1; FLuc inh counter: -4; NF-kB expr up: 0.92

Results for CCOc1c(C=C(C#N)C#N)c2ccccc2n1CC ?
STAT1 activator: 95; APP 5UTR inh: 1; Diaphorase inh: 25; APP 5'UTR act: -1; TLR4-MyD88 BLA: -6; FLuc stim CS: 1; Diaphorase act: 0.8; G6PDH counter: 7; FLuc inh counter: -4; NF-kB expr up: 1.1

Results for CCCCNc1nnc(CCn2nc(C)c(Br)c2C)s1 ?
STAT1 activator: 101; APP 5UTR inh: -6; Diaphorase inh: -13; APP 5'UTR act: 6; TLR4-MyD88 BLA: 0; FLuc stim CS: 1; Diaphorase act: 1.1; G6PDH counter: 8; FLuc inh counter: -3; NF-kB expr up: 1.2

How did COc1ccccc1NC(=O)N1CCCC1C(=O)NCc1ccc2c(c1)OCO2 (stereo not drawn) do in these assays?
STAT1 activator: 99; APP 5UTR inh: -4; Diaphorase inh: 6; APP 5'UTR act: 4; TLR4-MyD88 BLA: 10; FLuc stim CS: 1.1; Diaphorase act: 0.9; G6PDH counter: 10; FLuc inh counter: -7; NF-kB expr up: 1.3

The final two compounds of the section above lead into the next:
Results for CCCCNc1nnc(CCn2nc(C)c(Br)c2C)s1 ?
STAT1 activator: 101; APP 5UTR inh: -6; Diaphorase inh: -13; APP 5'UTR act: 6; TLR4-MyD88 BLA: 0; FLuc stim CS: 1; Diaphorase act: 1.1; G6PDH counter: 8; FLuc inh counter: -3; NF-kB expr up: 1.2

How did COc1ccccc1NC(=O)N1CCCC1C(=O)NCc1ccc2c(c1)OCO2 (stereo not drawn) do in these assays?
STAT1 activator: 99; APP 5UTR inh: -4; Diaphorase inh: 6; APP 5'UTR act: 4; TLR4-MyD88 BLA: 10; FLuc stim CS: 1.1; Diaphorase act: 0.9; G6PDH counter: 10; FLuc inh counter: -7; NF-kB expr up: 1.3

What do the screens show for `CCCCNC(=S)Nc1ccccc1F`?
STAT1 activator: 101; APP 5UTR inh: 5; Diaphorase inh: 40; APP 5'UTR act: -5; TLR4-MyD88 BLA: -6; FLuc stim CS: 1.1; Diaphorase act: 0.6; G6PDH counter: 10; FLuc inh counter: -6; NF-kB expr up: 1.4

How did Cc1ccc(C(=O)Nc2ccccc2OC(F)F)cc1 do in these assays?
STAT1 activator: 115; APP 5UTR inh: -8; Diaphorase inh: 6; APP 5'UTR act: 8; TLR4-MyD88 BLA: -6; FLuc stim CS: 1; Diaphorase act: 0.9; G6PDH counter: 4; FLuc inh counter: 3; NF-kB expr up: 1.8

How did Fc1ccc(CNc2nc3ccccc3n3cnnc23)cc1 do in these assays?
STAT1 activator: 100; APP 5UTR inh: 10; Diaphorase inh: 22; APP 5'UTR act: -10; TLR4-MyD88 BLA: 9; FLuc stim CS: 1.1; Diaphorase act: 0.8; G6PDH counter: -2; FLuc inh counter: -7; NF-kB expr up: 1

What do the screens show for `CCc1nnc(NC(=O)CSc2nnc(Cc3ccccc3)n2-c2ccccc2)s1`?
STAT1 activator: 104; APP 5UTR inh: 1; Diaphorase inh: 2; APP 5'UTR act: -1; TLR4-MyD88 BLA: 2; FLuc stim CS: 1; Diaphorase act: 1; G6PDH counter: 4; FLuc inh counter: -1; NF-kB expr up: 1.4

What do the screens show for `Cc1ccc(CC(=O)Nc2nc3c(s2)CCCC3)cc1`?
STAT1 activator: 101; APP 5UTR inh: -16; Diaphorase inh: 19; APP 5'UTR act: 16; TLR4-MyD88 BLA: 2; FLuc stim CS: 1; Diaphorase act: 0.8; G6PDH counter: 0; FLuc inh counter: -5; NF-kB expr up: 3.4*

Results for CC1(C)CC(=O)C2=C(C1)c1c(ccc3ncccc13)NC2c1cccs1 (stereo not drawn) ?
STAT1 activator: 100; APP 5UTR inh: 6; Diaphorase inh: 16; APP 5'UTR act: -6; TLR4-MyD88 BLA: 3; FLuc stim CS: 1.1; Diaphorase act: 0.8; G6PDH counter: 10; FLuc inh counter: -7; NF-kB expr up: 0.91

Results for COCCn1c(C)cc(C(=O)CSc2ccc(NC(C)=O)cc2)c1C ?
STAT1 activator: 126; APP 5UTR inh: -57; Diaphorase inh: 20; APP 5'UTR act: 57; TLR4-MyD88 BLA: 6; FLuc stim CS: 1; Diaphorase act: 0.8; G6PDH counter: 1; FLuc inh counter: 1; NF-kB expr up: 0.38

What do the screens show for `CCn1c(CNc2ccc(F)cc2)nnc1SCC(=O)Nc1ccc(OC)cc1OC`?
STAT1 activator: 97; APP 5UTR inh: -12; Diaphorase inh: 17; APP 5'UTR act: 12; TLR4-MyD88 BLA: 6; FLuc stim CS: 1; Diaphorase act: 0.8; G6PDH counter: 11; FLuc inh counter: -4; NF-kB expr up: 1.2

How did COc1ccc(CC(=O)NC(C)c2nnc(SCCC(=O)Nc3ccccc3)n2C)cc1 (stereo not drawn) do in these assays?
STAT1 activator: 91; APP 5UTR inh: 16; Diaphorase inh: 6; APP 5'UTR act: -16; TLR4-MyD88 BLA: 2; FLuc stim CS: 1; Diaphorase act: 0.9; G6PDH counter: 3; FLuc inh counter: -2; NF-kB expr up: 1

How did CCc1ccc(-c2nc(NC(=O)c3ccc(OCC(=O)Nc4ccc(F)cc4)c(OC)c3)sc2C)cc1 do in these assays?
STAT1 activator: 95; APP 5UTR inh: -14; Diaphorase inh: 0; APP 5'UTR act: 14; TLR4-MyD88 BLA: -10; FLuc stim CS: 1; Diaphorase act: 1; G6PDH counter: -14; FLuc inh counter: 2; NF-kB expr up: 0.79

Results for CCc1cc2c(=O)c(-c3nc4ccccc4n3C)c(COCC(=O)O)oc2cc1O ?
STAT1 activator: 92; APP 5UTR inh: -13; Diaphorase inh: 5; APP 5'UTR act: 13; TLR4-MyD88 BLA: 11; FLuc stim CS: 1; Diaphorase act: 0.9; G6PDH counter: 11; FLuc inh counter: 1; NF-kB expr up: 1

What do the screens show for `O=C(CNC(=O)c1ccc(N2C(=O)c3ccccc3C2=O)cc1)OCC(=O)c1ccc(Cl)cc1`?
STAT1 activator: 101; APP 5UTR inh: 0; Diaphorase inh: 1; APP 5'UTR act: 0; TLR4-MyD88 BLA: 9; FLuc stim CS: 1.1; Diaphorase act: 1; G6PDH counter: -4; FLuc inh counter: -11; NF-kB expr up: 0.79

What do the screens show for `O=C(CSc1ncccn1)NC(=O)Nc1ccc2c(c1)OCCO2`?
STAT1 activator: 111; APP 5UTR inh: -13; Diaphorase inh: 10; APP 5'UTR act: 13; TLR4-MyD88 BLA: -9; FLuc stim CS: 0.8; Diaphorase act: 0.9; G6PDH counter: 7; FLuc inh counter: 22; NF-kB expr up: 1.9

What do the screens show for `COC(=O)[C@@]1(Cc2ccc(OC)cc2)[C@H]2c3cc(C(=O)N4CCCC4)n(Cc4ccc(C)o4)c3C[C@H]2CN1C(=O)c1ccccc1`?
STAT1 activator: 105; APP 5UTR inh: -14; Diaphorase inh: 27; APP 5'UTR act: 14; TLR4-MyD88 BLA: -9; FLuc stim CS: 1; Diaphorase act: 0.7; G6PDH counter: 6; FLuc inh counter: -4; NF-kB expr up: 0.54

What do the screens show for `CCOC(=O)Cc1csc(NC(=O)c2ccc3c(c2)OCO3)n1`?
STAT1 activator: 103; APP 5UTR inh: 1; Diaphorase inh: 11; APP 5'UTR act: -1; TLR4-MyD88 BLA: -2; FLuc stim CS: 0.9; Diaphorase act: 0.9; G6PDH counter: -9; FLuc inh counter: 12; NF-kB expr up: 1.3

What do the screens show for `Cc1nnc(-c2cnn(C)c2N)n1Cc1ccccc1F`?
STAT1 activator: 99; APP 5UTR inh: -3; Diaphorase inh: 14; APP 5'UTR act: 3; TLR4-MyD88 BLA: 18; FLuc stim CS: 1; Diaphorase act: 0.9; G6PDH counter: 0; FLuc inh counter: -4; NF-kB expr up: 1.1

Results for O=C(Cc1ccc([N+](=O)[O-])cc1)Nc1nnc(C2CC2)s1 ?
STAT1 activator: 98; APP 5UTR inh: -7; Diaphorase inh: 8; APP 5'UTR act: 7; TLR4-MyD88 BLA: 0; FLuc stim CS: 1.1; Diaphorase act: 0.9; G6PDH counter: 7; FLuc inh counter: -6; NF-kB expr up: 1.2

Of the compounds above, 2 have a Cl atom.
Results for Cc1[nH]n(S(=O)(=O)Cc2ccccc2)c(=O)c1N=Nc1ccccc1Cl ?
STAT1 activator: 102; APP 5UTR inh: -9; Diaphorase inh: 9; APP 5'UTR act: 9; TLR4-MyD88 BLA: -5; FLuc stim CS: 1; Diaphorase act: 0.9; G6PDH counter: 1; FLuc inh counter: -4; NF-kB expr up: 0.92

What do the screens show for `O=C(CNC(=O)c1ccc(N2C(=O)c3ccccc3C2=O)cc1)OCC(=O)c1ccc(Cl)cc1`?
STAT1 activator: 101; APP 5UTR inh: 0; Diaphorase inh: 1; APP 5'UTR act: 0; TLR4-MyD88 BLA: 9; FLuc stim CS: 1.1; Diaphorase act: 1; G6PDH counter: -4; FLuc inh counter: -11; NF-kB expr up: 0.79
